# Source: PubChem (National Center for Advancing Translational Sciences (NCATS))
# BRCA1 expr act – increases BRCA1 expression | MCF7-BRCA1-FFLuc reporter, luminescence, 48 h; response scale: scaled: vehicle 0%, 10 µM genistein 100% | Potency, µM (titrated, usually from 46.1 µM), inactives show at the highest dose activation, actives largely listed as activators | actives 1.1% (n = 380,000); active means well fitted activation curve with a large enough effect; further: nearly all actives have a fitted effect of over 80% in size; some results filed as inactive show a strong effect at the top dose
#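 48 h compound treatment of MCF7-BRCA1-FFLuc cells (phenol-red free MEM, 37 °C), then 15 min with luciferase substrate and luminescence imaging.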
# Numbers without * were called inactive. Potency means the concentration at half of the fitted maximal effect. A portion of the library (hit frequency here may not be typical).
SMILES,BRCA1 expr act
O=C(Nc1cccc(OC(F)(F)F)c1)C1Cc2c(-c3cccc(F)c3)ccnc2O1 (centres undefined),-49.9%
CC(=O)c1ccc(-c2cnc3c(NC=O)cc(-c4ccc(C(=O)NC5CC5)cc4)cn23)cc1,-66.6%
COc1cc(CNC(=O)c2cc(-c3cc(OC)ccc3Cl)n[nH]2)cc(OC)c1,-10.1%
CC(C1SC(=S)NC1=O)C1SC(=S)NC1=O (centres undefined),0.1%
CCCCOCCCNC(=O)C[C@@H]1C[C@@]2(C(=O)OCC)CCC=C2N(CCC2=CCCCC2)C1=O,8.6%
O=C(/C=C/[C@H]1O[C@@H](n2ccc(=O)[nH]c2=O)[C@H](O)[C@@H]1O)NCc1cccs1,6.8%
Cc1ccc(S(=O)(=O)N2C[C@H]3[C@H]4C(=O)N(c5ccccc5)C(=O)[C@H]4CC(=O)[C@H]3[C@@H]2c2ccccc2F)cc1,1.9%
COCCNC(=S)N(C)[C@H]1C[C@H]2c3cc(Oc4ccccc4C)ccc3CCN2C(=O)[C@H]1[C@H](C)O,-25.8%
CC1=CC(C)C(=O)N(CCN2CCOCC2)C(C)=C1 (centres undefined),4.7%
CCOc1ccc(-c2nc(CSCC(=O)NC3CCN(Cc4ccccc4)CC3)c(C)o2)cc1,-26.8%
COCCCN1C(=O)C(CC(=O)NCCc2ccccn2)CC(C(=O)N(C(C)C)C(C)C)=C1C (centres undefined),17.9%
CC(C)(C)OC(=O)N1C(=O)[C@](OC(=O)c2ccccc2)(c2ccccc2)c2cccc(F)c21,-16.0%
Nc1ccc(/C=C/c2cc(Cl)nc3ccccc23)cc1,-59.2%
COCOc1cccc(CN2CCC2(C)C(=O)Nc2ccc(C)cc2)c1 (centres undefined),10.7%
COc1cc2nc(N3CCCCC3)nc(NC3CCN(Cc4ccccc4)CC3)c2cc1OC,-58.6%
CCOC(=O)C1(C)CCCN(C(=O)c2cc(C)on2)C1 (centres undefined),13.5%
Cc1c(C(=O)NCc2cccc(C(F)(F)F)c2)sc(=O)n1Cc1ccc(F)cc1,-14.5%
CCCCCCCCN1C(=O)[C@H](CC(=O)NCc2ccc(OC)c(OC)c2)C[C@@]2(C(=O)OCC)CCCC=C12,-41.1%
CCN(Cc1ccccc1)c1cc2c(c3c1ccn3C)C1CCC2O1 (centres undefined),0.0%
CCN(c1ccccc1)S(=O)(=O)c1cccc(C(=O)NCC(c2ccc(OC)cc2)N2CCCCC2)c1 (centres undefined),-35.0%

# Exported with values ahead of the structure: four of the compounds above.
BRCA1 expr act	Compound
1.9%	Cc1ccc(S(=O)(=O)N2C[C@H]3[C@H]4C(=O)N(c5ccccc5)C(=O)[C@H]4CC(=O)[C@H]3[C@@H]2c2ccccc2F)cc1
8.6%	CCCCOCCCNC(=O)C[C@@H]1C[C@@]2(C(=O)OCC)CCC=C2N(CCC2=CCCCC2)C1=O
-66.6%	CC(=O)c1ccc(-c2cnc3c(NC=O)cc(-c4ccc(C(=O)NC5CC5)cc4)cn23)cc1
0.0%	CCN(Cc1ccccc1)c1cc2c(c3c1ccn3C)C1CCC2O1 (centres undefined)

# Carrying on.
SMILES,BRCA1 expr act
Cc1noc(C)c1-c1ccc(C(=O)Nc2cccc(NS(C)(=O)=O)c2)c2occc12,-45.1%
COc1cccc(C(=O)N2CCC2(C)C(=O)NC(C)C)c1 (centres undefined),38.9%
COc1ccc(-c2cnc(C(O)c3ccc(C(C)(C)C)cc3)[nH]2)cc1 (centres undefined),4.6%
CCOC(=O)N1CCN(C(c2ccnc3ccccc23)c2nnnn2-c2ccc3c(c2)OCCO3)CC1 (centres undefined),-29.6%
CCOC(=O)C1(C)CCN1C(=O)c1cc2ccccc2s1 (centres undefined),45.6%
CSc1ncnc2c1ncn2CCCNCc1ccco1,11.7%
C[C@H]1CN([C@@H](C)CO)S(=O)(=O)c2ccc(Br)cc2O[C@H]1CN(C)C(=O)Cc1ccccn1,-9.1%
CCc1nc2c(OCC(=O)c3ccc(Cl)cc3Cl)cccn2c1N(C=O)Cc1ccccc1,-57.6%
O=C(C1CCCCC1)N1C[C@@H](O)[C@H](n2cc(C3CC3)nn2)C[C@@H]1c1ccc(Cl)cc1,3.8%
COCCN(Cc1ccc(OC)cc1)c1c(C)nc2ccc(C(=O)Nc3ccc(NC(C)=O)cc3)cn12,-7.1%
Cc1ccccc1-c1csc(C(O)c2ccc(F)c(F)c2)n1 (centres undefined),2.0%
Cc1ccc(NC(=O)c2cc(S(=O)(=O)N3CCCCC3)ccc2N2CCOCC2)cc1,-2.2%
COC(=O)[C@@H](NS(=O)(=O)c1ccc(F)cc1Br)C(C)C,2.5%
COc1ccccc1CN(C)C[C@@H]1OCc2cnnn2CCCC(=O)N([C@@H](C)CO)C[C@H]1C,14.3%
CCCCn1c(N)c(N(CCOC)C(=O)CCS(=O)(=O)c2ccc(C)cc2)c(=O)[nH]c1=O,-3.0%
CCN1CCN(C(C(=O)NC2CCCCC2)c2ccnc3ccccc23)CC1 (centres undefined),6.8%
CCCCN1C[C@H](C)[C@@H](CC(=O)NC)C1=O,1.2%
COC1CC(NC(C)=O)C(OC(=O)c2ccccc2)C(CBr)O1 (centres undefined),4.0%
Cc1cccc(OCc2nnc(SCC(=O)NCc3ccc4c(c3)OCO4)o2)c1,-11.4%
CC(Sc1nnc(-c2ccccc2F)n1C)C(=O)Nc1ccc(N2CCOCC2)cc1 (centres undefined),7.9%
CNc1ccc(C=C2C=CC=C2)cc1,0.0%
CC(Nc1ccc(Br)cc1)C(=O)NC(=O)NC1CCCCC1 (centres undefined),-21.3%
CCc1nc2ccc(C(=O)Nc3cccc(OC)c3)cn2c1N(CC)CCN(C)C,7.1%
C[C@H]1CN([C@@H](C)CO)C(=O)c2c(c3ccccc3n2C)-c2ccccc2CO[C@H]1CN(C)C(=O)[C@@H]1CCCN1C,-13.0%
COC(=O)CN1C(=O)COc2ccc(S(=O)(=O)N3CCCCC3)cc21,-13.9%
CC(=O)NC(C)(c1ccccc1)c1nc(-c2cccc3cccnc23)cs1 (centres undefined),0.6%
C[C@H](CO)N1C[C@H](C)[C@@H](CN(C)C(=O)NC2CCCCC2)Oc2ncc(Br)cc2C1=O,14.3%
O=S1(=O)C[C@H](N2CCN(CCO)CC2)[C@@H](COCc2ccccc2)N1,0.1%
COCCNc1nc(-c2ccccc2CO)c2sc(-c3ccccc3)cc2n1,-39.2%
Cc1cccc(C(=O)Nc2ccc(C(=O)c3ccncc3)cc2)c1,18.4%
O=C(NC1CC1)c1[nH]c(C(F)(F)F)nc1-c1ccccc1,6.4%
Cc1cc(C)c(N2C(=O)CC(Sc3ccccc3N)C2=O)c(C)c1 (centres undefined),-72.1%
O=C1CNc2cc(Cl)ccc2N1,-16.0%
C[C@H](CO)N1C[C@H](C)[C@@H](CN(C)S(=O)(=O)c2ccc(Oc3ccccc3)cc2)OCc2cnnn2CCCC1=O,2.2%
CC(C)NC(=O)C1(C)CCN1Cc1ccc(Cl)cc1 (centres undefined),-1.7%
CC(=O)Oc1ccccc1Cn1c(C)c(C(=O)N(C)Cc2ccc(F)cc2)sc1=O,-25.7%
CCOC(=O)CCCN(c1[nH]c(C)c(C)c1C#N)S(=O)(=O)c1ccc(C)cc1,0.4%
CCOC(=O)c1c[nH]n2c(=S)ncnc12,5.6%
CC1(C(=O)O)CCCN(C(=O)C2(c3ccc(Cl)cc3)CCCC2)C1 (centres undefined),-5.9%
CN(C)c1ccc(C=Nc2cnc3ccccc3c2)cc1,26.6%
CC(C)(C)C1CCC(=O)N2CCC[C@]2(c2ccccc2)C1 (some centres undefined),1.1%
CCC1NC(=O)c2cc3ccccc3cc2-n2c1nc1ccc(F)cc1c2=O (centres undefined),-24.6%
CN(C)c1ccc(CC(=O)N2CCCC(c3cc(C(=O)Nc4ccc(F)c(Cl)c4)no3)C2)cc1 (centres undefined),0.0%
CN(C)c1ccc(C=Nc2ccc(/C=C3\C=Cc4ccccc43)cc2)cc1,6.1%
CCN(CC)S(=O)(=O)c1ccc(SCC(=O)c2c(N)n(C3CC3)c(=O)[nH]c2=O)nc1,2.6%
CCCCN1C(=O)C(CC(=O)NCCCCc2ccccc2)CC(C(=O)N2CCCCCC2)=C1C (centres undefined),-17.4%
Cc1ccc(NC(=O)NC(=O)COC(=O)c2ccc(O)cc2O)c(C)c1,-7.1%
CCCc1ccc(C(O)c2ncc(-c3cccc(C)c3)[nH]2)cc1 (centres undefined),22.7%
CCOC(=O)C1(C#N)C(=O)CSC1=Nc1ccccc1Cl (centres undefined),-15.3%
C=Cc1ccc(Cn2c(C)c(C(=O)NCc3ccc4c(c3)OCO4)sc2=O)cc1,-19.6%
CCOC(=O)C1=CCN(S(=O)(=O)c2ccc(Cl)cc2)C1c1cccc(C)c1 (centres undefined),-4.6%
Clc1ccc2nc3ccccc3cc2c1,4.2%

# Molecules shown so far with four or more nitrogen atoms:
SMILES,BRCA1 expr act
CC(=O)c1ccc(-c2cnc3c(NC=O)cc(-c4ccc(C(=O)NC5CC5)cc4)cn23)cc1,-66.6%
COCCCN1C(=O)C(CC(=O)NCCc2ccccn2)CC(C(=O)N(C(C)C)C(C)C)=C1C (centres undefined),17.9%
COc1cc2nc(N3CCCCC3)nc(NC3CCN(Cc4ccccc4)CC3)c2cc1OC,-58.6%
CCOC(=O)N1CCN(C(c2ccnc3ccccc23)c2nnnn2-c2ccc3c(c2)OCCO3)CC1 (centres undefined),-29.6%
CSc1ncnc2c1ncn2CCCNCc1ccco1,11.7%
O=C(C1CCCCC1)N1C[C@@H](O)[C@H](n2cc(C3CC3)nn2)C[C@@H]1c1ccc(Cl)cc1,3.8%
COCCN(Cc1ccc(OC)cc1)c1c(C)nc2ccc(C(=O)Nc3ccc(NC(C)=O)cc3)cn12,-7.1%
COc1ccccc1CN(C)C[C@@H]1OCc2cnnn2CCCC(=O)N([C@@H](C)CO)C[C@H]1C,14.3%
CCCCn1c(N)c(N(CCOC)C(=O)CCS(=O)(=O)c2ccc(C)cc2)c(=O)[nH]c1=O,-3.0%
CCN1CCN(C(C(=O)NC2CCCCC2)c2ccnc3ccccc23)CC1 (centres undefined),6.8%
CC(Sc1nnc(-c2ccccc2F)n1C)C(=O)Nc1ccc(N2CCOCC2)cc1 (centres undefined),7.9%
CCc1nc2ccc(C(=O)Nc3cccc(OC)c3)cn2c1N(CC)CCN(C)C,7.1%
C[C@H]1CN([C@@H](C)CO)C(=O)c2c(c3ccccc3n2C)-c2ccccc2CO[C@H]1CN(C)C(=O)[C@@H]1CCCN1C,-13.0%
C[C@H](CO)N1C[C@H](C)[C@@H](CN(C)C(=O)NC2CCCCC2)Oc2ncc(Br)cc2C1=O,14.3%
C[C@H](CO)N1C[C@H](C)[C@@H](CN(C)S(=O)(=O)c2ccc(Oc3ccccc3)cc2)OCc2cnnn2CCCC1=O,2.2%
CCOC(=O)c1c[nH]n2c(=S)ncnc12,5.6%
CN(C)c1ccc(CC(=O)N2CCCC(c3cc(C(=O)Nc4ccc(F)c(Cl)c4)no3)C2)cc1 (centres undefined),0.0%
CCN(CC)S(=O)(=O)c1ccc(SCC(=O)c2c(N)n(C3CC3)c(=O)[nH]c2=O)nc1,2.6%
